# S2 tox: reduces viability in counter-screen for ATXN expression inhibitors. S2 cells (HEK-293 line with an ATXN2-luciferase reporter) viability, CellTiter-Fluor protease fluorescence, 24 h. Potency, µM (top dose mostly 56.7 µM), most hits filed as cytotoxic. 0.49% of 400,000 active. AID 651635; note: potency is the fitted concentration of half-maximal effect; nearly all actives have a fitted effect of over 40% in size
# IL2 activator: IL-2 activation. activation, % (series mostly up to about 46 µM). 0.065% of 360,000 active. IL-2 activation reporter assay, cell-based qHTS; stimulated with anti-CD3/CD4/CD28 beads; in transgenic mouse T cells. AID 652025; in the data active = activation above about 50%; inconclusive = mostly about 30% to 49%; note: 0% is about no effect
#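 Unstimulated transgenic mouse T cells, 750 per well, received compound and, after 60 minutes, anti-CD3/anti-CD4 bead plus anti-CD28 stimulation. EGFP and DsRed were quantified after 18 hours.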
# ATXN2 expr inh: reduces ATXN2 reporter expression in HEK-293 cells; HEK-293 ATXN2-luciferase reporter, luminescence, 24 h; Potency, µM (highest dose often 57 µM), for the others: top-dose activity change, negative = inhibition, actives largely listed as inhibitors; 0.72% of 360,000 active; AID 1745845; note: potency is the fitted concentration of half-maximal effect; % is set by controls: 0 for no effect and ±100 for the full control effect; nearly all actives have a fitted effect of over 55% in size
#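 ATXN2-luciferase reporter cells (luciferase flanked by upstream and downstream ATXN2 gene portions) were treated 24 h at 37 °C with compounds at up to 57 uM. SteadyGlo luminescence gave expression; GF-AFC fluorescence gave viability.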
# HepG2 viability: counter-screen for TGF-b inhibitors: cytotoxicity in HepG2 cells; HepG2 CAGA-GFP viability, ATP luminescence, 18 h; Potency, µM (highest dose often 46.1 µM), for inactives: top-dose activity change, negative = cytotoxicity, actives largely listed as cytotoxic; 0.76% of 410,000 active; AID 588856; note: potency is the fitted concentration of half-maximal effect; some results filed as inactive show a strong effect at the top dose
#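 CellTiter-Glo luminescence gave cytotoxicity after 18 hours at 37 degrees C. The cells were HepG2 CAGA-GFP in 1% FBS DMEM, stimulated with 500 pg/mL TGF-beta after compound addition. %Activity was normalised to no-cell wells (complete cell-killing) and DMSO (no toxicity), and curves were fitted and classified.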
# EPAC2 agonist: agonists of human EPAC2 (RAPGEF4) | Potency, µM (series often up to 154 µM), for inactives: top-dose activation, actives largely listed as activators | AID 720711 | EPAC2 activation, biochemical qHTS; response scale: 100% = 6.5 mM cAMP response | 0.079% of 360,000 active; note: potency is the fitted concentration of half-maximal effect; nearly all actives have a fitted effect of over 50% in size
# Target sequence (Q8WZA2 whole entry, looked up): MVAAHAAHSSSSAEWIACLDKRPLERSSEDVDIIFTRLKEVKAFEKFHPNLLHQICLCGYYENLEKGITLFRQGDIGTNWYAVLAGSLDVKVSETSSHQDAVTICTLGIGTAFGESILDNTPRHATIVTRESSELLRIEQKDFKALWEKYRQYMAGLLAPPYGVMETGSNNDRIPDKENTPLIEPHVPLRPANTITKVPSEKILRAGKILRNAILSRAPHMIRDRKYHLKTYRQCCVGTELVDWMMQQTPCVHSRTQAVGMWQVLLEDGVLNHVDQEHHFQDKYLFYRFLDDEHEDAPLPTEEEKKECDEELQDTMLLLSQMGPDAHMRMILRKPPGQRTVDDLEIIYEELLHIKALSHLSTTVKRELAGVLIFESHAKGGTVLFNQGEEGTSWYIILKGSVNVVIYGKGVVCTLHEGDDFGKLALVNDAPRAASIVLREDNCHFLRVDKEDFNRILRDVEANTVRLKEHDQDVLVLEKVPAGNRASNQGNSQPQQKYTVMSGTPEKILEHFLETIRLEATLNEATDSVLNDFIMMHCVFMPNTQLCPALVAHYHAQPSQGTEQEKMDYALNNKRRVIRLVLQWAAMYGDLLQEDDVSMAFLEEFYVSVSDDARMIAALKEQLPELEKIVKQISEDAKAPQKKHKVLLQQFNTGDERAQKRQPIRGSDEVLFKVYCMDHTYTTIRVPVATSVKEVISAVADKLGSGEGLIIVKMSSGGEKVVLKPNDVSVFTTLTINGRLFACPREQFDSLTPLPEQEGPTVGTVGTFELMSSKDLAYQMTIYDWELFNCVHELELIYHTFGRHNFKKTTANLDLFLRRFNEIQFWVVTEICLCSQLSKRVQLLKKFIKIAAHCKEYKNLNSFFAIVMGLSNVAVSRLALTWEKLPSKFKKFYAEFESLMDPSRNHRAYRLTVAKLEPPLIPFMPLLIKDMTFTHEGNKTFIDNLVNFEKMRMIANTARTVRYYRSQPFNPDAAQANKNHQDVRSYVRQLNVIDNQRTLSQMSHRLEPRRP
#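 In this primary screen, activation is scored as increased exchange of BODIPY-GDP from Rap1B by 100 nM EPAC2, with 50 uM GDP as competitor. Signal is normalized to the 6.5 mM cAMP agonist control.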
# A549 tox: kills or reduces viability of A549 cells in Nrf2 counter-screen; 0.16% of 390,000 active; A549 ARE-Fluc cells, CellTiter-Fluor viability, 18-24 h; Potency, µM (doses to about 46 µM), for the others: top-dose activity change, negative = cytotoxicity, actives largely listed as inhibitors; note: potency is the fitted concentration of half-maximal effect; % is set by controls: 0 for no effect and ±100 for the full control effect
#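 A549 ARE-Fluc cells in 5% FBS OPTI-MEM, 5000 cells/well, rested 2 h then exposed to compounds in concentration-response for 18-24 h at 37 °C. Viability by CellTiter-Fluor fluorescence (Ex 405/Em 525) after 30 min; luciferase luminescence (BugLite, 15 min, RT) read afterwards.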
# Nrf2 inh: Nrf2 pathway inhibition | AID 504444 | 2.1% of 360,000 active | A549 ARE-Fluc reporter, luciferase luminescence, 18-24 h | Potency, µM (highest dose often 46 µM), inactives show at the highest dose activity change, negative = inhibition, actives largely listed as inhibitors; note: potency is the fitted concentration of half-maximal effect; % is set by controls: 0 for no effect and ±100 for the full control effect; nearly all actives have a fitted effect of over 60% in size
#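 In this cell-based qHTS, ARE-driven firefly luciferase in A549 cells reports Nrf2 activity; the luminescent signal after BugLite lysis is the measured value, with a prior CellTiter-Fluor read for cell health.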
# TGFb inhibitor: inhibitors of TGF-b signaling. HepG2 CAGA-GFP TGF-b/SMAD3 reporter, GFP fluorescence, 18 h; TGF-beta stimulated, 500 pg/mL final. AID 588855. Potency, µM (series often up to 46.1 µM), without a hit: at the highest dose activity, negative = inhibition, actives largely listed as inhibitors. 1.2% of 410,000 active; note: potency is the fitted concentration of half-maximal effect; % is set by controls: 0 for no effect and ±100 for the full control effect; nearly all actives have a fitted effect of over 65% in size
#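 TGF-beta reporter screen: HEPG2 CAGA-GFP, 1% FBS, 500 pg/mL TGF-beta final, 18 h; per-cell GFP summed per well; curves fitted and categorized by class.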
# Nrf2 activator: activates Nrf2 signaling | AREc32 ARE-luciferase reporter (MCF7-derived line), luminescence, 24 h | Potency, µM (doses to about 46.1 µM), inactives show top-dose activation, hits mostly activators | 0.31% of 410,000 active; note: potency is the fitted concentration of half-maximal effect; % of control where 0% means no effect; nearly all actives have a fitted effect of over 65% in size
#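 Steps: seed AREc32_Fluc cells (1000/well, 5% FBS OPTI-MEM); incubate overnight at 37 deg C; add 23 nL compound; incubate 24 hr; add Steady-Glo; hold 30 min RT; read luminescence.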
# Active calls of the source: *; i = inactive; u = inconclusive; x = not tested or not shown; & = joins results of further samples; [ ] = remark or other dose. Unless noted, calls come from the whole dose curve; as a rule, active = well fitted curve in the direction sought with a large enough effect; inconclusive = small, poorly fitted or top-dose-only effect, or another doubt; inactive = no such curve, though single readings can be large; an effect the other way counts as inactive or inconclusive. An unsorted share of the library; about 4.3% have a hit in one of these screens.
SMILES,S2 tox,IL2 activator,ATXN2 expr inh,HepG2 viability,EPAC2 agonist,A549 tox,Nrf2 inh,TGFb inhibitor,Nrf2 activator
CC(C)C(=O)NNC(=O)CSc1nc(C2CCCCC2)nc2ccccc12,u,0.7,9%,3%,-6%,1%,28%,-11%,0.1%
Cc1ccc(Cl)cc1NC(=O)c1nnn(Cc2ccccc2)c1N,i,x,u,-22%,x,5%,-13%,2%,4.5%
COc1cc(S(=O)(=O)NCc2ccc3c(c2)OCO3)c(OC)cc1C,i,-1.1,-14%,-2%,16%,14%,-4%,0%,-0.1%
O=S(=O)(CCN1CCSCC1)c1ccccc1,i,4.7,-22%,4%,4%,27%,-11%,2%,10%
CCCOc1ccc(CSc2nc3ccccc3[nH]2)cc1,u,-4.0,4%,-46%,24%,-11%,u,10µM*,2.7%
C=CCc1c(C)nc(-c2ccccc2)nc1N/N=C/c1ccncc1,i,-0.2,1%[11.3 µM],-41%,6%,u,12%,0%,9.2%
O=C(/C=C/c1ccccc1Cl)Nc1cccc(O)c1,i,-1.9,x,-8%,11%,-2%,1%,-20%,9.5%
O=C(O)CCCCCNC(=O)Cn1nnc2ccccc2c1=O,i,1.2,-1%,-9%,2%,4%,-8%,-5%,0.2%
COc1ccccc1NC(=O)n1ncc2c(C)cccc21,u,x,11%,3%,x,-3%,-19%,0%,3.9%
COc1ccc(N2CCN(c3ccc(N4C(=O)COCC4=O)cc3[N+](=O)[O-])CC2)cc1,i,0.3,-19%,-14%,-1%,0%,u,3%,-0.4%
C=CCNC(=O)c1cc2cc(Cl)ccc2nc1N,i,-0.5,-2%,x,7%,x,x,x,16%
CC(=O)Nc1ccc(C(=O)NCCc2ccccc2)cc1,i,-0.2,18%,1%,-4%,-2%,u,7%,2.6%
CCOc1cc(/C=N/NC(=O)CNc2ccc(C)cc2)ccc1OC(=O)c1ccccc1,u,0.2,8%,-24%,1%,1%,9%,-2%,3.6%
COc1ccc(Nc2nc(Cl)nc(Nc3ccc(OC)cc3)n2)cc1,i,-2.5,-21%,3%,4%,6%,-2%,-12%,6.4%
COc1cccc(CNC(=O)CSc2nc(=O)[nH]c3c2CCCC3)c1,x,x,x,3%,x,-15%,x,-4%,-0.9%
Cc1onc(-c2ccccc2Cl)c1C(=O)O/N=C(\N)c1ccccc1,i,-3.6,-23%,-41%,10%,u,-6%,-23%,5.5%
C[C@H]1CCC(=O)N([C@H](CSc2ccccc2)Cc2ccccc2)CC1,i,-1.8,-7%,-17%&-13%,8%,-3%,15%,-23%&-17%,0.1%
CCNC(=O)C1(C)CCN(C(=O)c2cc(C)oc2C)C1 (stereo not given),i,-0.4,7%,5%,-4%,x,x,33%,-1.2%[9.22 µM]
O=C(NNc1nc(-c2ccc(Br)cc2)cs1)c1ccco1,u,0.1,22%,-38%,8%,-19%,u,u,0.1%
CCOC(=O)c1ccccc1NC(=O)c1ccc2c(SCC(=O)O)c3c(nc2c1)CCCC3,u,3.1,x,30%,-8%,2%,0%,7%,0.7%
COc1ccccc1N(CC(=O)NC1CCCC1)C(=O)C1(C)CC(=O)N=C2C=CC(C)=CN21 (stereo not given),i,1.6,2%,20%,11%,6%,2%,11%,0.2%
COc1ccc(CC(N)c2csc(NC(=O)c3cc(C(C)(C)C)nn3Cc3ccccc3)n2)cc1 (stereo not given),i,-0.9,u,11µM*,-8%,x,x,u,-4.6%
O=C(N/N=C/c1cccs1)c1cccnc1,i,-3.6,4%,4%,0%,1%,-21%,12%,3.2%
CN(CC(=O)Nc1cc(Cl)ccc1Cl)C1CCS(=O)(=O)C1 (stereo not given),i,0.1,1%,-14%,1%,-1%,7%,1%,-0.4%
Cc1c(NC(=O)CSc2ncnc3c2cnn3-c2ccccc2)c(=O)n(-c2ccccc2)n1C,i,-1.8,5%,5%,7%,-7%,-8%,u,0.1%
CC1CCCC(NC(=O)COC(=O)c2ccccc2[N+](=O)[O-])C1C (stereo not given),i,-5.2,35%,0%,-5%,7%,5%,-10%,2.4%
Nc1nc(SCc2ccccc2)c2ncn(C3CCCCC3)c2n1,i,-0.3,-5%,3%,1%,-2%,u,-4%,0.6%
CCOC(=O)CSc1nc2cc(C)cc(C)c2cc1C#N,i,-1.9,26%,0%,9%,-7%,-7%,-5%,4.1%
Cc1cc2cc(CNC(=O)NC3CCCCC3)ccc2n1C,i,1.8,7%,-6%,6%,-4%,4%,-2%,-0.3%
O=[N+]([O-])c1ccc(OCC(O)CN2CCN(c3ccccc3F)CC2)cc1 (stereo not given),i,0.4,-6%,31%,-7%,3%,9%,-3%,0.2%[9.22 µM]
NS(=O)(=O)c1ccc(CCNC(=O)CCC2COc3ccccc3O2)cc1 (stereo not given),i,0.0,-4%,-7%,15%,13%,7%,-2%,0.0%
CCCOc1ccc(/C=N/O)cc1,i,1.6,19%,-14%,-8%,-8%,17%,0%,0.7%
COc1cc2c(cc1OC)C(c1ccccc1)N(S(C)(=O)=O)CC2 (stereo not given),i,1.2,-1%,-2%,6%,1%,9%,7%,-0.4%
COc1cccc(C(=O)NCCSCc2ccccc2Cl)c1,i,-0.4,x,-5%,7%,-23%,u,1%,5.9%
Cc1cc(CNC(=O)CCc2nnc(CCCc3ccccc3)o2)nn1C,i,-1.2,x,4%,5%,2%,12%,1%,0.9%
O=C(Nc1cc(S(=O)(=O)N2CCCCC2)ccc1N1CCCCC1)c1ccncc1,i,0.6,x,-1%,21%,8%,-13%,-15%,-0.2%
CCOC(=O)N1CCN(C(=O)CN(C2CCCCC2)S(=O)(=O)c2ccc(C)cc2)CC1,i,0.3,1%,-3%,0%[15.6 µM],-1%,15%,9%,-0.7%
Cc1nc(NC(=O)c2ccccc2)sc1C1(C)CC(c2ccccc2F)=NO1 (stereo not given),u,-0.4,10%,-22%,17%,9%,29%,-12%,u
CN(C(=O)C(C)(C)C)C1c2c(ccc3ccccc23)OCC1CO (stereo not given),i,-5.0,1%,2%,-1%,9%,2%,0%,-0.3%
CS(=O)(=O)N(CC(=O)Nc1ccccc1C(=O)N1CCOCC1)c1ccc2c(c1)OCO2,i,0.7,0%,-53%,8%,u,u,2%,3.0%

# Not a retest: entries from further up.
SMILES,S2 tox,IL2 activator,ATXN2 expr inh,HepG2 viability,EPAC2 agonist,A549 tox,Nrf2 inh,TGFb inhibitor,Nrf2 activator
Cc1cc(CNC(=O)CCc2nnc(CCCc3ccccc3)o2)nn1C,i,-1.2,x,4%,5%,2%,12%,1%,0.9%
O=C(Nc1cc(S(=O)(=O)N2CCCCC2)ccc1N1CCCCC1)c1ccncc1,i,0.6,x,-1%,21%,8%,-13%,-15%,-0.2%
CCOC(=O)N1CCN(C(=O)CN(C2CCCCC2)S(=O)(=O)c2ccc(C)cc2)CC1,i,0.3,1%,-3%,0%[15.6 µM],-1%,15%,9%,-0.7%
Cc1nc(NC(=O)c2ccccc2)sc1C1(C)CC(c2ccccc2F)=NO1 (stereo not given),u,-0.4,10%,-22%,17%,9%,29%,-12%,u
CN(C(=O)C(C)(C)C)C1c2c(ccc3ccccc23)OCC1CO (stereo not given),i,-5.0,1%,2%,-1%,9%,2%,0%,-0.3%
CS(=O)(=O)N(CC(=O)Nc1ccccc1C(=O)N1CCOCC1)c1ccc2c(c1)OCO2,i,0.7,0%,-53%,8%,u,u,2%,3.0%

# New compounds follow.
SMILES,S2 tox,IL2 activator,ATXN2 expr inh,HepG2 viability,EPAC2 agonist,A549 tox,Nrf2 inh,TGFb inhibitor,Nrf2 activator
CC(C)(C)[C@@H]1COC(=O)[C@H](Cc2ccc(F)cc2)C/C=C\C[C@@H](CC(=O)NCCO)C(=O)N1,i,-0.4,6%,-3%,-3%,-2%,5%,8%,0.3%
Cc1ccc(-c2nc(NCc3cccnc3)c3ccccc3n2)cc1,u,-0.5,12%,-31%,1%,-10%,-4%,0%,4.4%
COc1ccc(OCCCC(=O)Nc2nncs2)cc1,i,-0.4,0%,7%,5%,-1%,-13%,0%,-0.2%
Cc1ccc(OCCCCn2cnc3ccccc32)cc1,u,-3.1,1%[11.3 µM],-15%&-26%,2%,12%&-1%,u,-25%&-17%,0.3%&5.1%
O=C(c1cc(S(=O)(=O)N2CCOCC2)c(Cl)cc1Cl)N1CCCCC1CO (stereo not given),i,-0.9,-8%,-3%,12%,4%,2%,-9%,-0.8%
Cc1cc(C2(O)C(=O)Nc3ccccc32)ccc1F (stereo not given),i,-1.0,-10%,0%,5%,-3%,12%,1%,4.6%
Cc1ccc(S(=O)(=O)NC(=O)C2(C)CCN2C(=O)C2CC2)cc1 (stereo not given),i,0.7,14%,13%,5%,x,x,-1%,0.0%[9.22 µM]
CC(C)CCNC(=O)C(c1ccncc1)N(Cc1cccs1)C(=O)Cn1nnc(-c2ccc(F)cc2)n1 (stereo not given),i,-2.2,u,-8%,-6%,u,2.6µM*,-21%,9.2%
CC1CCN(c2oc(-c3ccc(OCc4ccccc4Cl)cc3)nc2C#N)CC1,x,x,x,9%,x,-5%,-6%,3%,x

# Screening results (PubChem BioAssay)
